PrPC surface inh = reduces human prion protein on the cell surface | P04156 | cell surface PrPC, TR-FRET read-out | inhibition, % at 13.8 µM | actives 0.43% (n = 370,000) | AID 720596; in the data active = inhibition above about 24%; also: 0% = median of the test wells and 100% = reference compound wells
BoNT-A LC inh2 = BoNT A light chain protease inhibition; multiplex microsphere protease substrate cleavage, flow cytometry; inhibition, % at 10 µM; actives 0.17% (n = 360,000); AID 588499; also: plate controls were buffer without enzyme for full effect and enzyme alone for no effect
TcdB inh = blocks C. difficile toxin B glycohydrolase activity; TcdB glycohydrolase enzymatic assay, plate reader; actives 0.24% (n = 350,000); P18177; inhibition, % at 9.99 µM; in the data active = inhibition above about 10%
CCHF vOTU inh = blocks the CCHF virus ovarian tumor domain protease | CCHFV vOTU protease, Pep-AMC fluorescence | inhibition, % at 11.5 µM | actives 0.55% (n = 370,000) | AID 651958; in the data active = inhibition above about 30%; also: 0% = vehicle wells with enzyme and 100% = no enzyme wells
Y pestis TopoI = inhibitors of Yersinia pestis topoisomerase I | Y. pestis Topo-I cleavage product accumulation, plate reader | activity, % at 10 µM | actives 0.064% (n = 360,000) | AID 504884; in the data active = activity above about 50%, passing the limit was not always enough; inconclusive = no clear call, values can overlap the other calls; also: inactives centre near 2
BoNT F protease = BoNT F light chain protease inhibition. Multiplex microsphere protease cleavage assay, flow cytometry. inhibition, % at 10 µM. actives 0.22% (n = 360,000); in the data active = inhibition above about 35%, passing the limit was not always enough; inconclusive = no clear call, values can overlap the other calls; also: plate controls were buffer without enzyme for full effect and enzyme alone for no effect
Anthrax LF inh2 = blocks Bacillus anthracis lethal factor protease; P15917; multiplex microsphere protease cleavage assay, LF; inhibition, % at 10 µM; actives 0.12% (n = 360,000); AID 588501; also: plate controls were buffer without enzyme for full effect and enzyme alone for no effect
Target sequence (P15917 whole entry, looked up): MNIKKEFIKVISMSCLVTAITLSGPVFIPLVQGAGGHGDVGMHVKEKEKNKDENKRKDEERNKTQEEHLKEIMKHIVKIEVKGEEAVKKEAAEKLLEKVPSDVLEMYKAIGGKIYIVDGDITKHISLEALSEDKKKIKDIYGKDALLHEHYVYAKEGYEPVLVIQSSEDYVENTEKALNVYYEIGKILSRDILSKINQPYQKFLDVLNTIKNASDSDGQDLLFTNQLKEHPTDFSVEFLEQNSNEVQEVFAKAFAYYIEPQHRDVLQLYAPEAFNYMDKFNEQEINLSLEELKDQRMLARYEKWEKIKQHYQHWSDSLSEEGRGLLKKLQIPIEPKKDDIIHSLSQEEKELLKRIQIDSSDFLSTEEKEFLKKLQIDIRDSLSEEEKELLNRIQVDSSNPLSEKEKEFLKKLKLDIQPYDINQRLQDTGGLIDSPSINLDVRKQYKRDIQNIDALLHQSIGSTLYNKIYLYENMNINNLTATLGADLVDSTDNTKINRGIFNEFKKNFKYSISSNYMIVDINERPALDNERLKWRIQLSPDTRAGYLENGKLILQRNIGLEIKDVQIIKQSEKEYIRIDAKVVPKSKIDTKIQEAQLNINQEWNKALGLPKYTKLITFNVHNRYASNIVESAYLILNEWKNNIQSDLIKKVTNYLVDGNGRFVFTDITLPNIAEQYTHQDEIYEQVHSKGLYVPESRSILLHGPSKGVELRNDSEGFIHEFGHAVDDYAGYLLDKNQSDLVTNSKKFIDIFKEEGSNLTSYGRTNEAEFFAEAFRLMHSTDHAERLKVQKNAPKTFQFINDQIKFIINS
PfHsp40 yeast = restores yeast growth despite PfHsp40 toxicity. S. cerevisiae expressing PfHsp40, growth rescue, ATP luminescence. growth rescue, % at 12.5 µM. actives 0.68% (n = 340,000); in the data active = growth rescue above about 28%, passing the limit was not always enough; inconclusive = no clear call, values can overlap the other calls;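 also: yeast W303a lacking pdr1 and pdr3 grown in galactose medium; growth measured after three days at 30 °C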
FadD28 binding = inhibitors of Mycobacterium tuberculosis FadD28 bisubstrate binding; FadD28 bisubstrate probe binding, fluorescence polarization; inhibition, % at 12.5 µM; actives 0.22% (n = 360,000); AID 588549; in the data active = inhibition above about 8.5%, passing the limit was not always enough; inconclusive = no clear call, values can overlap the other calls
Active calls of the source: *. Rule as the data show it, unless noted: active = inhibition above about 30%; inconclusive = no clear call, values can overlap the other calls; inactive = below that. Compounds as they come; about 2.3% have a hit in one of these screens.

`Cc1ccc(S(=O)(=O)NCCC(=O)NCc2ccco2)cc1` gave PrPC surface inh -1.3, BoNT-A LC inh2 -0.5, CCHF vOTU inh -2.2, Y pestis TopoI -4.8, BoNT F protease -11.2, Anthrax LF inh2 -1.5, PfHsp40 yeast 0.3 and FadD28 binding -0.8.
For CC1(C)O[C@@H]2CC3C4C[C@H](F)C5=CC(=O)C=CC5(C)C4C(O)CC3(C)[C@]2(C(=O)CO)O1 (stereo not given in full) the results were PrPC surface inh 9.4, BoNT-A LC inh2 0.1, TcdB inh 1.0, CCHF vOTU inh 0.2, Y pestis TopoI 1.1, BoNT F protease 0.8, Anthrax LF inh2 1.3, PfHsp40 yeast 0.2 and FadD28 binding -0.3.
Screening COc1ccc(C(=O)Nc2ccccc2C(=O)Nc2ccccc2C(=O)O)cc1 returned PrPC surface inh 13.4, BoNT-A LC inh2 -2.8, TcdB inh -4.2, CCHF vOTU inh 28.1, Y pestis TopoI -2.9, BoNT F protease inconclusive, Anthrax LF inh2 -4.6, PfHsp40 yeast 3.9 and FadD28 binding -19.2.
Screening Cc1oc(-c2ccc(Cl)cc2)nc1CS(=O)CC(=O)NCc1ccccn1 (stereo not given) returned PrPC surface inh -10.0, BoNT-A LC inh2 -0.7, TcdB inh -0.3, CCHF vOTU inh 17.0, Y pestis TopoI -0.8, BoNT F protease -3.2, Anthrax LF inh2 -4.6, PfHsp40 yeast -1.6 and FadD28 binding -1.1.
Screening c1ccc2c(c1)NC1(CCCCCC1)n1c-2nc2ccccc21 returned PrPC surface inh -1.1, CCHF vOTU inh -221.3, Y pestis TopoI 0.3, PfHsp40 yeast 0.6 and FadD28 binding -2.4.
O=C(NC1CCCC1)C1C2C=CC3(CN(Cc4cccs4)C(=O)C13)O2 (stereo not given) was read as PrPC surface inh -2.6, BoNT-A LC inh2 0.0, TcdB inh -0.2, CCHF vOTU inh 2.5, Y pestis TopoI -4.4, BoNT F protease 7.7, Anthrax LF inh2 -0.9, PfHsp40 yeast -1.1 and FadD28 binding -2.2.
For COc1ccc(N2CCN(CC(=O)Nc3c(C)cccc3C)CC2)cc1 the results were PrPC surface inh -0.7, BoNT-A LC inh2 -0.5, TcdB inh 0.3, CCHF vOTU inh -1.8, Y pestis TopoI 4.4, BoNT F protease -0.8, Anthrax LF inh2 -1.7 and FadD28 binding 0.8.
Screening O=C(COC(=O)c1cc([N+](=O)[O-])ccc1NCCO)Nc1cccc(S(=O)(=O)N2CCCC2)c1 returned PrPC surface inh -16.6, BoNT-A LC inh2 4.6, TcdB inh 0.1, CCHF vOTU inh 6.9, Y pestis TopoI 1.6, BoNT F protease 9.2, Anthrax LF inh2 -7.9, PfHsp40 yeast -0.9 and FadD28 binding -1.9.
Screening CCCCc1nnc(NC(=O)C2CC(=O)N(c3ccc(C)cc3)C2)s1 (stereo not given) returned PrPC surface inh 0.1, BoNT-A LC inh2 0.2, TcdB inh 0.9, CCHF vOTU inh 6.8, Y pestis TopoI 1.6, BoNT F protease -2.7, Anthrax LF inh2 -2.1, PfHsp40 yeast -0.3 and FadD28 binding -2.6.
Cc1cccc(NCc2nc(SCC(=O)Nc3ccccc3Br)n[nH]2)c1 was read as PrPC surface inh 9.4, BoNT-A LC inh2 -4.2, TcdB inh 2.7, CCHF vOTU inh -3.2, Y pestis TopoI 17.0, BoNT F protease 7.0, Anthrax LF inh2 6.5, PfHsp40 yeast 1.0 and FadD28 binding -0.8.
For CCCCc1nc(Cl)c(C#N)c2c1CCCC2 the results were PrPC surface inh -6.6, BoNT-A LC inh2 -0.2, TcdB inh -0.2, CCHF vOTU inh -11.2, Y pestis TopoI 1.7, BoNT F protease -5.2, Anthrax LF inh2 -0.9, PfHsp40 yeast 0.3 and FadD28 binding -3.8.
Screening O=C1C=CC(c2c[nH]c3ccccc23)CC1 (stereo not given) returned PrPC surface inh -7.0, BoNT-A LC inh2 -1.3, TcdB inh 1.7, CCHF vOTU inh 4.3, BoNT F protease -3.3 and Anthrax LF inh2 -0.9.
`CC1OC(C2CCCCC2)Cc2[nH]c(=S)[nH]c(=O)c21` (stereo not given) gave PrPC surface inh -5.3, BoNT-A LC inh2 -0.3, TcdB inh 0.5, CCHF vOTU inh 2.7, BoNT F protease -2.7 and Anthrax LF inh2 -10.8.
O=C(Nc1c2c(nn1-c1ccccc1)CS(=O)(=O)C2)C1CC1 was read as PrPC surface inh 4.3, BoNT-A LC inh2 -0.5, TcdB inh 1.1, CCHF vOTU inh -8.1, Y pestis TopoI -1.9, BoNT F protease -1.5, Anthrax LF inh2 -2.3 and FadD28 binding -0.8.
CCc1nc2ccccc2n1CCC(C)C was read as PrPC surface inh -5.7, BoNT-A LC inh2 -0.9, CCHF vOTU inh 8.4, Y pestis TopoI 4.0, BoNT F protease -8.5, Anthrax LF inh2 -3.0, PfHsp40 yeast -1.7 and FadD28 binding -2.0.
O=C(CCn1cncn1)N1CCN(S(=O)(=O)c2ccc(Cl)cc2)CC1 was read as PrPC surface inh 7.7, BoNT-A LC inh2 -1.7, TcdB inh 0.2, CCHF vOTU inh -4.7, Y pestis TopoI 2.7, BoNT F protease -12.5, Anthrax LF inh2 -5.4, PfHsp40 yeast -0.7 and FadD28 binding -0.3.
Cc1ccc(-n2[nH]c(C)c(/C=N/N3C(=O)c4cccc5cccc(c45)C3=O)c2=O)cc1 was read as PrPC surface inh -19.1, BoNT-A LC inh2 -0.5, TcdB inh -3.7, CCHF vOTU inh 0.7, Y pestis TopoI -5.0, BoNT F protease -1.6, Anthrax LF inh2 -6.2, PfHsp40 yeast 3.2 and FadD28 binding -2.6.
For Cc1cccc(C)c1NC(=O)C1(C)CCC(=O)N1c1cc(C(C)(C)C)nn1C (stereo not given) the results were PrPC surface inh 0.7, BoNT-A LC inh2 -1.0, TcdB inh 1.0, CCHF vOTU inh -8.7, BoNT F protease -8.7, Anthrax LF inh2 1.8 and FadD28 binding -4.2.
`Cc1ccccc1C(=O)Nc1nnc(-c2ccc(F)cc2)o1` gave PrPC surface inh -7.5, BoNT-A LC inh2 -0.5, TcdB inh 0.2, CCHF vOTU inh 2.7, Y pestis TopoI 2.8, BoNT F protease 11.0, Anthrax LF inh2 -2.1, PfHsp40 yeast -0.8 and FadD28 binding -0.3.
Screening COC(=O)CCC(=O)NNC(=O)c1cccc(Br)c1 returned PrPC surface inh 1.4, BoNT-A LC inh2 0.2, CCHF vOTU inh -7.5, Y pestis TopoI -1.3, BoNT F protease 5.1, Anthrax LF inh2 -1.6, PfHsp40 yeast -0.7 and FadD28 binding -1.1.
`COc1ccc(C2NCCn3cccc32)cc1` (stereo not given) gave PrPC surface inh 4.6, BoNT-A LC inh2 1.2, CCHF vOTU inh 7.3, Y pestis TopoI 0.1, BoNT F protease 1.1, Anthrax LF inh2 2.1, PfHsp40 yeast 0.1 and FadD28 binding -1.3.
`CCn1cc(CN2CCN(Cc3ccc(OC)c(C)c3C)C(CCO)C2)c(C)n1` (stereo not given) gave PrPC surface inh -9.6, BoNT-A LC inh2 0.9, TcdB inh 0.6, CCHF vOTU inh -2.4, Y pestis TopoI 17.6, BoNT F protease 0.9, Anthrax LF inh2 -8.5, PfHsp40 yeast 2.2 and FadD28 binding -1.5.
For Oc1ccc(Nc2nc(-c3cccs3)cs2)cc1 the results were PrPC surface inh -7.1, BoNT-A LC inh2 0.7, CCHF vOTU inh 6.5, Y pestis TopoI -7.4, BoNT F protease -5.1, Anthrax LF inh2 -1.6, PfHsp40 yeast 0.1 and FadD28 binding -2.2.
`OCCN(Cc1ccccc1)Cc1ccc(Cl)cc1Cl` gave PrPC surface inh 10.3, BoNT-A LC inh2 -1.0, CCHF vOTU inh 14.9, Y pestis TopoI 17.9, BoNT F protease 1.3, Anthrax LF inh2 -4.3, PfHsp40 yeast 0.5 and FadD28 binding -4.6.
Cc1ccc(-c2nc(CCN3C(=O)c4ccccc4C3=O)cs2)cc1 was read as PrPC surface inh -0.8, BoNT-A LC inh2 inconclusive, CCHF vOTU inh -0.2, Y pestis TopoI 20.3, BoNT F protease -4.3, Anthrax LF inh2 -5.0, PfHsp40 yeast 3.6 and FadD28 binding -4.8.
CC(C)CNS(=O)(=O)c1ccc(S(=O)(=O)NC2CCOC(C)(C)C2)cc1 (stereo not given) was read as PrPC surface inh -2.8, BoNT-A LC inh2 -0.3, TcdB inh 0.9, CCHF vOTU inh -3.4, Y pestis TopoI -1.9, BoNT F protease 2.9, Anthrax LF inh2 -3.5, PfHsp40 yeast -0.3 and FadD28 binding -2.4.
NC(=O)c1nn(-c2ccccc2)nc1NC(=O)Cn1nnc(-c2ccccc2)n1 was read as PrPC surface inh 4.0, BoNT-A LC inh2 -0.3, CCHF vOTU inh -16.6, Y pestis TopoI 12.3, BoNT F protease -5.3, Anthrax LF inh2 -0.9, PfHsp40 yeast -1.3 and FadD28 binding -1.7.
Screening O=C1NC[C@@H](CCCCN2C[C@H](Cc3ccc(O)cc3)N(CCC3CCCCC3)C(=O)C2=O)N(CC2CCCCC2)C1=O returned PrPC surface inh 5.2, BoNT-A LC inh2 0.2, TcdB inh -0.8, CCHF vOTU inh 35.1*, BoNT F protease -0.4 and Anthrax LF inh2 -2.6.
For COc1ccc2c(c1)CCCC21NC(=O)N(CC(=O)NC(=O)NCc2ccccc2)C1=O (stereo not given) the results were PrPC surface inh 4.1, BoNT-A LC inh2 -0.4, TcdB inh 0.2, CCHF vOTU inh -2.7, Y pestis TopoI 24.0, BoNT F protease -0.4, Anthrax LF inh2 -2.4, PfHsp40 yeast 0.6 and FadD28 binding -3.2.
Screening Cc1cc(C)cc(C(=O)N[C@@H](C)C(=O)N2CCC3(CC2)NCCc2[nH]cnc23)c1 returned PrPC surface inh -0.1, BoNT-A LC inh2 -3.3, TcdB inh 0.7, CCHF vOTU inh -7.8, Y pestis TopoI 18.7, BoNT F protease -5.9, Anthrax LF inh2 -1.2, PfHsp40 yeast 3.1 and FadD28 binding 1.2.
`O=C(c1ccc(-c2cccc(Cl)c2Cl)o1)N1CCOCC1` gave PrPC surface inh -3.9, BoNT-A LC inh2 -0.6, TcdB inh 2.2, CCHF vOTU inh 9.9, Y pestis TopoI 22.3, BoNT F protease 2.5, Anthrax LF inh2 -6.4, PfHsp40 yeast 0.7 and FadD28 binding 0.2.
For COCCN(CCOC)S(=O)(=O)c1ccc(C(=O)Nc2ccc([N+](=O)[O-])cc2OC)cc1 the results were PrPC surface inh -7.7, BoNT-A LC inh2 -0.1, TcdB inh 1.8, CCHF vOTU inh 11.9, Y pestis TopoI 12.3, BoNT F protease -3.0, Anthrax LF inh2 -4.1, PfHsp40 yeast 2.4 and FadD28 binding -4.1.
For CC(=O)/C=C1/SC(CC(=O)O)C(=O)N1c1ccccc1 (stereo not given) the results were PrPC surface inh -7.4, BoNT-A LC inh2 8.5, CCHF vOTU inh 0.0, Y pestis TopoI -5.4, BoNT F protease 12.2, Anthrax LF inh2 -32.0, PfHsp40 yeast -0.7 and FadD28 binding -1.4.
`CC1CCN(C(=O)CSc2nc3cccnc3n2C)CC1` gave PrPC surface inh -4.8, BoNT-A LC inh2 0.2, CCHF vOTU inh 9.4, Y pestis TopoI -10.8, BoNT F protease 0.8, Anthrax LF inh2 -0.3, PfHsp40 yeast 1.0 and FadD28 binding 2.6.
For CCOc1cc(/C=C(\C#N)C(=O)NCC2CCCO2)ccc1OCC(N)=O (stereo not given) the results were PrPC surface inh -3.5, BoNT-A LC inh2 -1.1, TcdB inh 0.6, CCHF vOTU inh 1.9, Y pestis TopoI -4.3, BoNT F protease -6.3, Anthrax LF inh2 -1.8, PfHsp40 yeast 0.2 and FadD28 binding -2.1.
Cc1cc(CN2CCN(CCC#N)CC2)c(O)c(C2(C)CCCCC2)c1 was read as PrPC surface inh -6.5, BoNT-A LC inh2 -0.4, CCHF vOTU inh 7.2, Y pestis TopoI 3.4, BoNT F protease -7.5, Anthrax LF inh2 -8.7, PfHsp40 yeast -0.4 and FadD28 binding -3.0.
